CCR6 antag = blocks CCL20-driven beta-arrestin recruitment at human CCR6; P51684; CHO-K1 CCR6 PathHunter beta-arrestin, luminescence, CCL20-stimulated; inhibition, % at 20 µM; hit rate 0.49% among 340,000; AID 493098;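 active means compounds whose inhibition of the agonist-driven luminescence signal at 20 µM reaches about 50%, limit read from the data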;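 further: cells stimulated with CCL20 at 14 nM final; plate controls were DMSO with CCL20 for no effect and DMSO without agonist for full effect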
Target sequence (P51684 whole entry, looked up): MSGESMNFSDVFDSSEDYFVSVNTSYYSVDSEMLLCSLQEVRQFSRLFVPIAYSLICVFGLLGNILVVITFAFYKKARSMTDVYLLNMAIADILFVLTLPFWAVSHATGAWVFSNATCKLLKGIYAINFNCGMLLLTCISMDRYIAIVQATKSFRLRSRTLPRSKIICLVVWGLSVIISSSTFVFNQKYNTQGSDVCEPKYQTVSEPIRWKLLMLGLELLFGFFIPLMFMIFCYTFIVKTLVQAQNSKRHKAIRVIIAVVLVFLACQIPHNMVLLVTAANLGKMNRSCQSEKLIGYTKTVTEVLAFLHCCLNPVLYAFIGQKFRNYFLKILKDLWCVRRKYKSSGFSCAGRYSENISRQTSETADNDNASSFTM
GRIN3A LBD mod = modulators (binders) of human NR3A ligand-binding domain | hit rate 2.5% among 340,000 | NR3A LBD differential scanning fluorimetry, Tm shift; 0% = protein alone, 100% = glycine-bound protein | Tm shift relative to glycine control, % at 25 µM;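 active means melting temperature shift of at least 10% of the positive control shift, at one fixed dose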
A3G deaminase = blocks human APOBEC3G single-stranded DNA deamination; recombinant A3G, ssDNA deamination FAM/TAMRA fluorescence; inhibition, % at 20 µM; hit rate 0.28% among 330,000; AID 493012;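 active means inhibition of at least 40% at 20 µM, with no more than 30% in the related APOBEC3A deaminase screen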;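 further: plate controls were DMSO wells with A3G for no effect and wells lacking A3G enzyme for full effect; some compounds called inactive have numbers as strong as hits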
CXCR6 block = blocks human CXCR6 beta-arrestin recruitment | CHO-K1 PathHunter CXCR6 beta-arrestin, luminescence | inhibition, % at 20 µM | O00574 | hit rate 0.36% among 360,000; in the data active means inhibition above about 34%, passing the limit was not always enough;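 further: antagonist mode with CXCL16 agonist at 10 nM final; 0% = 10 nM CXCL16 with DMSO and 100% = unstimulated wells without agonist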
MPTP block = blocks calcium-induced mitochondrial swelling. inhibition, % at 10 µM. isolated mouse mitochondria, Ca2+ swelling absorbance, 30 min. hit rate 1.4% among 360,000;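 active means inhibition of 50% or more, scaled per plate between neutral and stimulator controls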;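 further: 0% = DMSO wells given calcium and 100% = 1 mM EGTA wells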
A3A deaminase = inhibitors of human APOBEC3A DNA deaminase; inhibition, % at 20 µM; recombinant A3A, FAM/TAMRA ssDNA deamination fluorescence; AID 493011; hit rate 0.41% among 330,000; P31941;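 active means at least 40% inhibition at 20 µM here, with at most 30% in a related deaminase screen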;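 further: plate controls were A3A with DMSO for no effect and wells lacking A3A enzyme for full effect; some results filed as inactive read as strong as hits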
Target sequence (P31941 whole entry, looked up): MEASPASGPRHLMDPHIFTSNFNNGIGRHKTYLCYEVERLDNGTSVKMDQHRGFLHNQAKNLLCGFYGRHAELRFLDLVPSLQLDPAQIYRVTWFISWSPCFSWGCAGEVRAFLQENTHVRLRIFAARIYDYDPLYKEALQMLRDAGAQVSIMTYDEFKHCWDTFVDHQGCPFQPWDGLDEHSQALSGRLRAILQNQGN
Gli-Sufu antag = blocks Gli-Sufu signaling in a luciferase reporter. Sufu-KO-LIGHT fibroblasts, Gli luciferase reporter luminescence. inhibition, % at 5 µM. hit rate 0.74% among 340,000;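 active means inhibition above about 55%, limit read from the data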;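 further: 0% = DMSO-treated cells and 100% = wells with medium but no cells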
EBI2 antag = EBI2 (human) antagonism; hit rate 0.81% among 360,000; AID 651636; P32249; EBI2 beta-arrestin recruitment, luminescence, 7a,25-OHC stimulated; inhibition, % at 5 µM; in the data active means inhibition above about 38%;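 further: enzyme fragment complementation signal reports receptor beta-arrestin coupling in cells; 0% = agonist plus DMSO wells and 100% = wells without agonist; some results beyond the cut were filed as inactive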
Target sequence (P32249 whole entry, looked up, the tested form may be a part): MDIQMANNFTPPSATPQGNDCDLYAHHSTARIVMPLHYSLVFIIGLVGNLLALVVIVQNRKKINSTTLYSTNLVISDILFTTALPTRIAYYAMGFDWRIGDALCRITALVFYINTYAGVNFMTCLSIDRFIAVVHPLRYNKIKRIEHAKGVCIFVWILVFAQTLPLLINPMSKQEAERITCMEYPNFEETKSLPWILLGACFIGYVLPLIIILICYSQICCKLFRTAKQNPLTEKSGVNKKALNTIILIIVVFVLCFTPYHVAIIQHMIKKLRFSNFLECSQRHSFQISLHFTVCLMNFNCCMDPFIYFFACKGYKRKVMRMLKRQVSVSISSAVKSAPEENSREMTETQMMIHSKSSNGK
* hit, by the source's call. The order is random. About 5.8% of those tested had a hit in this group.

How did O=C(N[C@H]1C/C=C\C[C@@H](CC(=O)N(CCO)Cc2ccccc2)C(=O)N2CCC[C@@H]2COC1=O)OCC1c2ccccc2-c2ccccc21 do in these assays?
CCR6 antag: 0; GRIN3A LBD mod: -1; A3G deaminase: -7; CXCR6 block: -9; MPTP block: 0.6; A3A deaminase: -1; Gli-Sufu antag: 52; EBI2 antag: -5

What do the screens show for `CCc1nnc(NCn2nc(C)cc2C)s1`?
CCR6 antag: -8; GRIN3A LBD mod: 0; A3G deaminase: -2; CXCR6 block: 4; MPTP block: -0.2; A3A deaminase: 2; Gli-Sufu antag: -1; EBI2 antag: -3

How did COc1ccc(C(CNC(=O)c2sccc2C)N2CCOCC2)cc1 (centres undefined) do in these assays?
CCR6 antag: 13; GRIN3A LBD mod: -1; A3G deaminase: 1; CXCR6 block: 0; MPTP block: -1.7; A3A deaminase: 1; Gli-Sufu antag: -6; EBI2 antag: -5

Results for Cc1ccc(NC(=O)CSc2nccn2Cc2ccco2)c(C)c1 ?
CCR6 antag: 15; GRIN3A LBD mod: 3; A3G deaminase: -2; CXCR6 block: -1; MPTP block: -2.8; A3A deaminase: 3; Gli-Sufu antag: -73; EBI2 antag: -4

How did CCC(C)(C)NC(=O)C(c1ccc(OC)cc1)N(C(=O)CCC(=O)Nc1cc(C)on1)c1ccc(F)cc1 (centres undefined) do in these assays?
CCR6 antag: 11; GRIN3A LBD mod: -1; A3G deaminase: -8; CXCR6 block: 6; MPTP block: -1.4; A3A deaminase: -3; Gli-Sufu antag: 26; EBI2 antag: 1

Results for COc1ccc(Cl)cc1S(=O)(=O)N1CCC(C(=O)NCCC2=CCCCC2)CC1 ?
CCR6 antag: 16; GRIN3A LBD mod: 1; A3G deaminase: -5; CXCR6 block: -3; MPTP block: -1.3; A3A deaminase: -1; Gli-Sufu antag: 5; EBI2 antag: 17

How did Cn1cccc1/C=C1\SC(=O)N(CC(=O)Nc2ccc(F)cc2)C1=O do in these assays?
CCR6 antag: 1; GRIN3A LBD mod: -3; A3G deaminase: -5; CXCR6 block: 3; MPTP block: -0.2; A3A deaminase: -2; Gli-Sufu antag: -6; EBI2 antag: 7

How did CCOc1ccc(C(=O)NCC2CCCO2)cc1 (centres undefined) do in these assays?
CCR6 antag: 10; GRIN3A LBD mod: 0; A3G deaminase: 1; CXCR6 block: -3; MPTP block: -0.6; A3A deaminase: 3; Gli-Sufu antag: -24; EBI2 antag: -18

Results for COc1ccc(NC(=O)Nc2cccc3c2O[C@H](CN(C)Cc2ccc(-c4ccccc4)cc2)[C@@H](C)CN([C@H](C)CO)C3=O)cc1 ?
CCR6 antag: 2; GRIN3A LBD mod: -3; A3G deaminase: -6; CXCR6 block: -1; MPTP block: 1.7; A3A deaminase: -2; Gli-Sufu antag: 14; EBI2 antag: 15

What do the screens show for `O=C(NN=C1CCCCCC1)c1cc(-c2ccccc2)nc2ccccc12`?
CCR6 antag: 23; GRIN3A LBD mod: 4; A3G deaminase: -5; CXCR6 block: 3; MPTP block: -1.3; A3A deaminase: -1; Gli-Sufu antag: -7; EBI2 antag: -15

What do the screens show for `CCOC(=O)c1c(C)c(C(=O)NCCCOC)c(C)n1C`?
CCR6 antag: 10; GRIN3A LBD mod: -1; A3G deaminase: -7; CXCR6 block: -5; MPTP block: 1.5; A3A deaminase: -4; Gli-Sufu antag: -4; EBI2 antag: -1

Results for CCOc1cc(/C=N/NC(=O)c2ccc(CSc3nncn3C)cc2)ccc1OCC(=O)N1CCOCC1 ?
CCR6 antag: 12; GRIN3A LBD mod: -2; A3G deaminase: 0; CXCR6 block: 5; MPTP block: 0.5; A3A deaminase: 5; Gli-Sufu antag: -2; EBI2 antag: -3

How did COc1ccc(C(=O)N2CCOC23CCN(c2ncccn2)CC3)cc1 do in these assays?
CCR6 antag: -4; GRIN3A LBD mod: 0; A3G deaminase: -3; CXCR6 block: 1; MPTP block: 0.9; A3A deaminase: -2; Gli-Sufu antag: -4; EBI2 antag: -3

Results for CCOC(=O)C1CCN(Cc2ccccc2C)CC1 ?
CCR6 antag: -12; GRIN3A LBD mod: -4; A3G deaminase: -11; CXCR6 block: 1; MPTP block: -0.1; A3A deaminase: -3; Gli-Sufu antag: 2; EBI2 antag: 2

What do the screens show for `CC(C)c1ccc(NC(=O)C2C3C=CC(CC3)C2C(=O)O)cc1` (centres undefined)?
CCR6 antag: -4; GRIN3A LBD mod: 0; A3G deaminase: -4; CXCR6 block: -37; MPTP block: 4.7; A3A deaminase: -3; Gli-Sufu antag: 1; EBI2 antag: 4

Results for CN(CCc1ccccc1)C(=O)c1cccc(NC(=O)Cc2cccc(NC(=O)C3CCN(C(=O)C4CCCC4)CC3)c2)c1 ?
CCR6 antag: 3; GRIN3A LBD mod: -1; CXCR6 block: -12; MPTP block: -1.6; Gli-Sufu antag: -8; EBI2 antag: 6

Results for Clc1cccc(N=NN2CCOCC2)c1Cl ?
CCR6 antag: 8; GRIN3A LBD mod: 1; A3G deaminase: -3; CXCR6 block: 4; MPTP block: -0.9; A3A deaminase: -4; Gli-Sufu antag: -5; EBI2 antag: 2

How did C/C=C\C(=O)Nc1cccc(C2=NOC3(C2)C[C@H](C(N)=O)N(C(=O)[C@H]2CCC(=O)N2)C3)c1 (some centres undefined) do in these assays?
CCR6 antag: 2; GRIN3A LBD mod: 2; A3G deaminase: -4; A3A deaminase: -4; Gli-Sufu antag: -8

What do the screens show for `COc1ccc(-n2c(SCC(=O)N(C)c3ccccc3)nc3c([nH]c4ccccc43)c2=O)cc1OC`?
CCR6 antag: 21; GRIN3A LBD mod: -5; A3G deaminase: -8; CXCR6 block: 13; MPTP block: -3.7; A3A deaminase: -1; Gli-Sufu antag: 15; EBI2 antag: 8

Results for COc1ccccc1C(=O)Nc1ccc2c(c1)nc1n2CCSC1 ?
CCR6 antag: 9; GRIN3A LBD mod: 0; A3G deaminase: -5; CXCR6 block: 3; MPTP block: 1.6; A3A deaminase: -3; Gli-Sufu antag: -74; EBI2 antag: -1

What do the screens show for `COc1cc(CN2CCNC(=O)C2CC(=O)NCCCC2CCCC2)cc(OC)c1` (centres undefined)?
CCR6 antag: -2; GRIN3A LBD mod: 0; A3G deaminase: -7; CXCR6 block: -9; MPTP block: -1.1; A3A deaminase: -7; Gli-Sufu antag: 3; EBI2 antag: 5

What do the screens show for `O=C(/C=C\Nc1ccc2c(c1)OCO2)c1ccccn1`?
CCR6 antag: 17; GRIN3A LBD mod: 35*; A3G deaminase: -6; CXCR6 block: 8; MPTP block: 1.9; A3A deaminase: -4; Gli-Sufu antag: -6; EBI2 antag: 7

What do the screens show for `COc1ccc(S(=O)(=O)N[C@@H](CC(C)C)C(=O)O)cc1`?
CCR6 antag: -24; GRIN3A LBD mod: 2; A3G deaminase: -4; CXCR6 block: -4; MPTP block: 0.0; A3A deaminase: -1; Gli-Sufu antag: -9; EBI2 antag: -5

How did COc1ccc(-c2sc3ccc(OC)cc3c2C#Cc2ccccn2)cc1 do in these assays?
CCR6 antag: 0; GRIN3A LBD mod: -6; A3G deaminase: -9; CXCR6 block: 7; MPTP block: 0.7; A3A deaminase: -3; Gli-Sufu antag: 5; EBI2 antag: 22

What do the screens show for `COc1cc(/C=N/NC(=O)CN2CCCCC2)ccc1OCc1ccccc1`?
CCR6 antag: 13; GRIN3A LBD mod: -2; A3G deaminase: -9; CXCR6 block: -3; MPTP block: 0.4; A3A deaminase: -2; Gli-Sufu antag: -19; EBI2 antag: 9

Results for CCOC(=O)CC(=O)CSc1nc(CC)c(C)cc1C#N ?
CCR6 antag: 10; GRIN3A LBD mod: 0; A3G deaminase: -3; CXCR6 block: -5; MPTP block: 1.7; A3A deaminase: -2; Gli-Sufu antag: -3; EBI2 antag: -20

Results for Cc1oc(-c2ccccc2F)nc1CS(=O)(=O)CC(=O)NCc1ccco1 ?
CCR6 antag: -9; GRIN3A LBD mod: -3; A3G deaminase: -2; CXCR6 block: 2; MPTP block: -1.0; A3A deaminase: 0; Gli-Sufu antag: 23; EBI2 antag: 3

What do the screens show for `CCn1c(SCC(=O)N/N=C(\C)c2ccncc2)nnc1-c1ccccc1`?
CCR6 antag: 15; GRIN3A LBD mod: 0; A3G deaminase: -1; CXCR6 block: -2; MPTP block: -1.1; A3A deaminase: -2; Gli-Sufu antag: -2; EBI2 antag: -4

Results for CSc1c(SCc2ccccc2)cnn(-c2ccccc2)c1=O ?
CCR6 antag: 20; GRIN3A LBD mod: 4; A3G deaminase: 2; CXCR6 block: 7; MPTP block: -0.7; A3A deaminase: 1; Gli-Sufu antag: -1; EBI2 antag: -1

Results for O=C(NC1CC1)C1CCN(C(=O)c2ccccc2Cl)CC1 ?
CCR6 antag: 2; GRIN3A LBD mod: 2; A3G deaminase: -5; CXCR6 block: -2; MPTP block: -0.3; A3A deaminase: 0; Gli-Sufu antag: 1; EBI2 antag: -6

What do the screens show for `CCN1CCC(=NNC(=O)c2ccco2)CC1`?
CCR6 antag: -2; GRIN3A LBD mod: 2; A3G deaminase: 0; CXCR6 block: -2; MPTP block: 1.0; A3A deaminase: 0; Gli-Sufu antag: 2; EBI2 antag: -6

How did CSc1ncccc1C(=O)OCC(=O)Nc1ccc(C)c(S(=O)(=O)N2CCOCC2)c1 do in these assays?
CCR6 antag: 6; GRIN3A LBD mod: 0; A3G deaminase: -5; CXCR6 block: -6; MPTP block: -0.3; A3A deaminase: 3; Gli-Sufu antag: 4; EBI2 antag: 6

Results for COc1cccc(NC(=O)CCC2CCN(C(=O)c3c(C)noc3C)CC2)c1 ?
CCR6 antag: 12; GRIN3A LBD mod: 0; A3G deaminase: -9; CXCR6 block: 5; MPTP block: -1.2; A3A deaminase: -5; Gli-Sufu antag: -12; EBI2 antag: -3

Results for O=C(NC1CCCCC1)C(c1ccc2ncccc2c1)N(Cc1ccc2c(c1)OCO2)C(=O)c1ccc2c(c1)OCCO2 (centres undefined) ?
CCR6 antag: 6; GRIN3A LBD mod: -4; A3G deaminase: -3; CXCR6 block: 4; MPTP block: 1.9; A3A deaminase: 0; Gli-Sufu antag: -5; EBI2 antag: -7

Results for CC(NC(=O)COC(=O)c1ccc(N2CCCC2=O)cc1)c1ccc(F)cc1 (centres undefined) ?
CCR6 antag: 1; GRIN3A LBD mod: 0; A3G deaminase: -5; CXCR6 block: -10; MPTP block: 2.0; A3A deaminase: 15; Gli-Sufu antag: -7; EBI2 antag: -7

What do the screens show for `Cc1nc2scc(C)n2c(=O)c1S(=O)(=O)Nc1ccc(F)cc1`?
CCR6 antag: 10; GRIN3A LBD mod: -2; A3G deaminase: -5; CXCR6 block: 2; MPTP block: 0.8; A3A deaminase: 0; Gli-Sufu antag: 24; EBI2 antag: 4

Results for Cc1cccn2c(=O)c3cc(C#N)c(=O)n(Cc4cccnc4)c3nc12 ?
CCR6 antag: -2; GRIN3A LBD mod: 19*; CXCR6 block: -1; MPTP block: 0.9; Gli-Sufu antag: 9; EBI2 antag: -2

A stretch taken from the entries so far, as a working copy:
Results for CC(NC(=O)COC(=O)c1ccc(N2CCCC2=O)cc1)c1ccc(F)cc1 (centres undefined) ?
CCR6 antag: 1; GRIN3A LBD mod: 0; A3G deaminase: -5; CXCR6 block: -10; MPTP block: 2.0; A3A deaminase: 15; Gli-Sufu antag: -7; EBI2 antag: -7

What do the screens show for `Cc1nc2scc(C)n2c(=O)c1S(=O)(=O)Nc1ccc(F)cc1`?
CCR6 antag: 10; GRIN3A LBD mod: -2; A3G deaminase: -5; CXCR6 block: 2; MPTP block: 0.8; A3A deaminase: 0; Gli-Sufu antag: 24; EBI2 antag: 4

Results for Cc1cccn2c(=O)c3cc(C#N)c(=O)n(Cc4cccnc4)c3nc12 ?
CCR6 antag: -2; GRIN3A LBD mod: 19*; CXCR6 block: -1; MPTP block: 0.9; Gli-Sufu antag: 9; EBI2 antag: -2

Screens as filed in PubChem.
